# High-throughput results (PubChem)
# M1AAP inhibition: malaria alanyl aminopeptidase activity blockers – biochemical, fluorogenic H-Leu-NHMec substrate, 1536-well (AID 1445); recombinant M1AAP, H-Leu-NHMec fluorogenic kinetic assay; higher % means a stronger effect; one-dose inhibition, % at 30 µM; IC50 in µM for titrated hits; 0.42% of 220,000 active;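 active = primary inhibition above the hit cutoff, then over 50% inhibition at one or more dose response concentrations, cut at about 23% in these data, passing the limit was not always enough; inconclusive = conflicting primary data, or primary hits not chosen for dose response; inactive = low primary inhibition, or under 50% at every dose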;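 note: plate controls were DMSO full reaction for no effect and no enzyme background for full effect; strong numbers were not always called active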
# PMI inhibition: human PMI inhibitors, high substrate, primary screen, biochemical, fluorescence intensity, high mannose 6-phosphate (AID 1220); recombinant PMI enzyme, coupled fluorescence intensity; higher % means a stronger effect; inhibition, % at 20 µM; hits with a dose series show IC50 in µM; 0.66% of 190,000 active; in the data active = inhibition above about 50%
# ER stress rescue: protection against thapsigargin-triggered cell killing – 384-well, CSM14.1, ATP luminescence, primary screen (AID 1222); 190,000 tested, under 10 active; CSM14.1 thapsigargin-induced death rescue, ATP luminescence; higher % means a stronger effect; one-dose cellular ATP content (survival), % at 20 µM; EC50 in µM for titrated hits;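 active = EC50 below 50 µM in the dose-response confirmation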;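 note: death triggered by thapsigargin at about 15 µM added after 2 h compound pretreatment; cell ATP read after overnight thapsigargin exposure of roughly 18 to 22 hours; normalized against plate controls of thapsigargin alone and 5% DMSO vehicle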
# P. falciparum M17LAP: P. falciparum M17LAP inhibitors, primary screen, biochemical, fluorogenic H-Leu-NHMec substrate, 1536-well (AID 1619); inhibition, % at 30 µM; hits with a dose series show IC50 in µM; 0.38% of 220,000 active; recombinant M17LAP, H-Leu-NHMec fluorogenic kinetic assay; higher % means a stronger effect;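 active = compound inhibiting the enzyme by more than half at any dose during confirmatory dose-response retesting; inconclusive = strong single-dose inhibitors picked by rank but not retested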;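 note: plate controls were full reaction with DMSO carrier for no effect and no enzyme background for full effect; strong numbers were not always called active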
# XIAP displacement: XIAP antagonists, biochemical, IAP family, fluorescence polarization (AID 1018). 0.007% of 200,000 active. one-dose displacement, % at 20 µM; IC50 in µM for titrated hits. XIAP BIR domain, fluorescence polarization peptide displacement; higher % means a stronger effect; in the data active = displacement above about 50%; note: a part of the inactive calls stands beside numbers as strong as those of hits
# West Nile antiviral: West Nile virus antiviral activity, cell-based, CPE readout (AID 1621). West Nile virus-infected cells, CPE inhibition; higher % means a stronger effect. 0.02% of 290,000 active. one-dose CPE inhibition, % at 10 µM; IC50 in µM for titrated hits; in the data active = a potency from the dose series; inconclusive = CPE inhibition mostly from about 3.7% at the one dose, without a potency; inactive = the rest, 99 in 100 with CPE inhibition below about 2.2%; note: strong numbers were not always called active
# Yfh1-off respiration: enhancers of respiration in Yfh1-depleted yeast, dose response, Friedreich's ataxia, plus single-dose screen (AID 1465). S. cerevisiae Yfh1-off respiration, WST-1 reduction, 72 h; higher fold induction means a stronger effect. fold induction at 50 µM; hits with a dose series show EC50 in µM. 0.074% of 220,000 active;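 active = fold induction of absorbance versus untreated yeast above a set limit, then at least 30% activation at any dose in follow-up; inconclusive = repeats straddling the limit, or above it without dose testing; inactive = fold induction below the set limit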;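 note: activators that raise dye reduction in frataxin-depleted yeast; strong numbers were not always called active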
# Siah-1 displacement: Siah-1 peptide-binding antagonists, primary screen, biochemical, fluorescence polarization, rhodamine-plectin, uHTS (AID 1817); 0.02% of 290,000 active; Siah-1 / rhodamine-plectin peptide fluorescence polarization; higher % means a stronger effect; one-dose displacement, % at 20 µM; IC50 in µM for titrated hits;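 active = displacement of at least 50% at 20 µM, with a fluorescence ratio check between 0.3 and a set limit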;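 note: plate controls were Siah plus tracer with DMSO for no effect and tracer alone without Siah for full effect; strong numbers were not always called active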
# Salmonella PhoP GFP: PhoP-dependent GFP reporter repression – Salmonella Typhimurium, primary screen (AID 1863); S. Typhimurium PhoP-regulated promoter GFP reporter, 4 h; higher % means a stronger effect; inhibition, % at 50 µM; hits with a dose series show IC50 in µM; 0.16% of 300,000 active;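 active = inhibition over 29.93%, a cutoff 3 SD above the screen mean, later confirmed by dose response; inconclusive = inhibition over 29.93% but no dose response follow-up; inactive = inhibition at most 29.93% or unconfirmed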;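 note: 0% = low Mg2+ inducing control and 100% = high Mg2+ repressing control; strong numbers were not always called active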
# * hit, by the source's call; i = inactive; ? = inconclusive; nt = not tested or not shown.
SMILES,M1AAP inhibition,PMI inhibition,ER stress rescue,P. falciparum M17LAP,XIAP displacement,West Nile antiviral,Yfh1-off respiration,Siah-1 displacement,Salmonella PhoP GFP
O=C(c1ccccc1)N1CCC(=O)N1c1ccccc1,0%,-13%,0.0%,3%,-7.4%,-0.3%,i,4%,-2%
Cc1cc(C)c(C#N)c(SC(C(=O)NC(C)(C)C)c2ccccc2)n1 (stereo unspecified),-5%,nt,nt,5%,nt,-0.1%,i,12%,-1%
COc1ccc(C(=O)/C(=C/O)N=Nc2ccc(F)cc2)cc1,22%,16%,-0.7%,3%,-7.0%,1.2%,i,-4%,4%
CCCN(CCC)S(=O)(=O)c1ccc(C(=O)NCc2ccc3c(c2)OCO3)cc1,2%,2%,-0.8%,-2%,-3.0%,0.0%,i,1%,-2%
CCC(C)NC(=O)COc1ccc(OCc2ccccc2)cc1 (stereo unspecified),-2%,6%,1.8%,21%,-4.2%,-1.4%,i,18%,-2%
Cc1ccc(N2C(=O)CC(n3nc(C)cc3C)C2=O)cc1 (stereo unspecified),10%,-4%,-0.6%,5%,1.0%,-0.4%,i,0%,-8%
CCOc1ccc(CN2CCN(C/C=C/c3ccc(OC)cc3)CC2CCO)cc1 (stereo unspecified),nt,-4%,-2.0%,nt,0.6%,-2.0%,i,2%,nt
O=C(COc1ccccc1)NCC(=O)N/N=C/C=C/c1ccccc1,21%,2%,0.4%,6%,3.8%,-0.1%,i,2%,-3%
CC[C@@H](C(=O)n1nc(C)cc1C)[C@H](NS(=O)(=O)c1ccc(C)cc1)c1ccccc1,9%,4%,-2.2%,-8%,0.4%,-0.1%,i,-5%,-2%
O=C(Nc1cccc(C(F)(F)F)c1)n1cc(-c2ccccn2)c(N2CCOCC2)n1,1%,-3%,-1.5%,-14%,-4.4%,-0.6%,i,-4%,11%
CC(C)N(CCNC(=O)C1CCN(S(=O)(=O)N2CCOCC2)CC1)Cc1ccccc1,2%,-11%,-1.0%,-4%,-2.8%,nt,nt,3%,-2%
Cc1ccccc1-c1noc(-c2ccccc2F)n1,4%,5%,1.3%,0%,0.5%,0.1%,i,-4%,-14%
CO[C@H]1C=CO[C@@]2(C)Oc3c(C)c(O)c4c(O)c(c5c(nc6cc(C)ccn65)c4c3C2=O)NC(=O)C(C)=CC=C[C@H](C)[C@H](O)[C@@H](C)[C@@H](O)[C@@H](C)[C@H](OC(C)=O)[C@@H]1C,5%,32%,7.5%,-7%,-6.4%,0.1%,i,5%,-3%
COc1cccc(-c2nc(CS(=O)(=O)CC(=O)NCc3ccc(Cl)cc3)c(C)o2)c1,5%,5%,nt,5%,-3.6%,0.0%,i,4%,4%
CCOC(=O)c1ccc(Cl)c(NC(=O)c2ccc(-c3ccccc3)cc2)c1,-5%,0%,-0.5%,-8%,1.1%,-0.7%,i,0%,10%
Cc1ccc(S(=O)(=O)O)c(C)c1N1CCCC1=O,-2%,-9%,nt,-1%,0.1%,0.9%,i,1%,4%
CCN(CC)S(=O)(=O)c1ccc2[nH]cc(C(=O)NCCC3=CCCCC3)c(=O)c2c1,1%,9%,2.5%,-1%,-6.8%,2.4%,i,-3%,15%
COCCn1c(COc2cccc(OC)c2)nnc1SCC(=O)N1CCOCC1,3%,-2%,1.1%,-7%,-3.2%,0.3%,i,0%,8%
COc1ccc(-c2cc(C(=O)NCc3cccnc3)no2)cc1OC,-2%,7%,-0.8%,8%,-21%,-0.1%,i,1%,-5%
CC(=O)NCCCc1nc2ccccc2n1Cc1cc(C)ccc1C,-5%,6%,0.3%,-3%,-4.2%,-0.9%,i,-2%,1%
O=C(CCC(=O)NNC(=O)Nc1cccc(Cl)c1)NCc1ccccc1,2%,1%,-1.0%,-4%,-3.7%,1.2%,i,-2%,4%
COc1ccc2c(c1)CCc1c(C(=O)N(C)c3ccccc3)noc1-2,0%,-1%,-1.3%,6%,-4.1%,-1.0%,i,1%,2%
COc1ccc(N/C(=C(/C(Cl)=C(Cl)Cl)[N+](=O)[O-])n2nnc3ccccc32)cc1OC,6%,5%,-0.3%,33%,-0.5%,-0.1%,i,2%,-4%
O=C(Nc1ccccc1C(F)(F)F)c1cc2ncc(CCCl)cn2n1,1%,-4%,-0.4%,20%,-2.3%,-0.2%,i,-1%,-10%

# Only ER stress rescue, PMI inhibition and XIAP displacement, for some of the entries so far:
SMILES,ER stress rescue,PMI inhibition,XIAP displacement
CC(=O)NCCCc1nc2ccccc2n1Cc1cc(C)ccc1C,0.3%,6%,-4.2%
O=C(CCC(=O)NNC(=O)Nc1cccc(Cl)c1)NCc1ccccc1,-1.0%,1%,-3.7%
COc1ccc2c(c1)CCc1c(C(=O)N(C)c3ccccc3)noc1-2,-1.3%,-1%,-4.1%

# The results go on.
SMILES,M1AAP inhibition,PMI inhibition,ER stress rescue,P. falciparum M17LAP,XIAP displacement,West Nile antiviral,Yfh1-off respiration,Siah-1 displacement,Salmonella PhoP GFP
COc1ccccc1NC(=S)NNC(=S)Nc1ccc(OC(F)F)cc1,1%,5%,-2.7%,4%,-2.7%,-0.5%,i,-2%,-1%
CCNc1nc(Oc2ccc(C(=O)OC)cc2)nc(SC)n1,1%,-8%,-3.3%,4%,0.4%,-0.6%,i,-3%,11%
Cc1ccccc1C(=O)N1CCCN(C(=O)c2ccccc2C)CC1,1%,-7%,-2.8%,-12%,-4.4%,0.1%,i,5%,2%
COc1cccc(OCc2nc(-c3cccc([N+](=O)[O-])c3)no2)c1,7%,8%,-2.3%,-1%,-7.6%,-0.9%,i,-3%,-6%
O=C(c1nsnc1-c1ccccc1O)N1CCCCC1,8%,3%,-2.7%,12%,-0.5%,0.0%,i,2%,0%
Oc1[nH]c2ccccc2c1/C=N/N1CCCCC1,-1%,44%,-2.4%,6%,-1.8%,nt,nt,2%,-13%
COc1ccccc1OCc1ccc(C(=O)N/N=C/c2ccco2)cc1,10%,-4%,-0.8%,-3%,2.2%,-0.8%,i,4%,-4%
CCOc1ccc(NC(=O)CN2C(=O)CSC2=O)cc1,1%,3%,-0.4%,54%,-1.8%,0.3%,i,6%,3%
CCOC(=O)COc1ccc(/C=C/[N+](=O)[O-])c(OCC(=O)OCC)c1,1%,2%,-5.8%,2%,-2.0%,?,i,6%,7%
CN(C(=O)c1cccnc1)c1nnc(-c2ccccn2)s1,0%,2%,1.6%,10%,0.7%,?,i,4%,19%
Cc1ccc(C)c(NC(=O)C(Sc2nnc(-c3cccs3)o2)c2ccccc2)c1 (stereo unspecified),1%,-5%,0.3%,-8%,-7.4%,-0.4%,i,-3%,35%
CCOC(=O)c1sc(N)c(C#N)c1COC(=O)CNC(=O)c1ccccc1,-2%,-5%,-1.0%,11%,-6.6%,0.6%,i,0%,2%
c1ccc(CN2CCN(Cc3nnc(-c4ccccc4)o3)CC2)cc1,10%,-10%,nt,-3%,-3.0%,0.4%,i,-3%,-4%
CCCC(=O)OCCNc1cc(Sc2nccn2C)c2nonc2c1[N+](=O)[O-],6%,30%,4.6%,18%,1.1%,-2.3%,i,-8%,-8%
CCCS(=O)(=O)c1c(S(=O)(=O)CCC)c2c(C)cccn2c1C(=O)N/N=C/c1cc(O)cc(O)c1,6%,-8%,-2.6%,3%,-5.9%,nt,nt,-6%,7%
CCOC(=O)c1c(NC(=O)Cn2ccsc2=N)sc(C)c1C,11%,-7%,1.9%,6%,-6.6%,-0.1%,i,1%,-10%
O=C(c1cccn(Cc2ccc(Cl)c(Cl)c2)c1=O)N1CCOCC1,10%,-6%,-4.6%,13%,-0.5%,0.2%,i,-1%,-9%
O=C(CCc1ccc(O)cc1)NNC(=S)NCCc1ccccc1,-2%,nt,nt,-9%,nt,-1.1%,i,1%,-2%
CC(c1c(O)c2ccccc2[nH]c1=O)C1(C)CCC(O)C(C)(C)O1 (stereo unspecified),0%,-1%,1.6%,-3%,-6.1%,0.2%,i,4%,3%
COc1ccccc1N1C(=O)C2CCC(c3ccccc3)CC2C1=O (stereo unspecified),-2%,-1%,6.4%,-8%,1.7%,-0.7%,i,5%,4%
Cc1nc2cc(N3CCN(C)CC3)c(NC(=O)Cc3ccccc3)cc2c(=O)n1Cc1ccccc1,11%,2%,3.1%,14%,-6.5%,-0.2%,i,-3%,6%
CCn1nc(C)c(/C=N\NC(=O)c2cccc(OC)c2)c1C,3%,1%,-0.3%,15%,-5.4%,-0.3%,i,-4%,8%
Cc1ccc(C2=[N+]([O-])C3(CCCCC/C3=N\NC(N)=O)N(O)C2(C)C)o1 (stereo unspecified),5%,-2%,-0.2%,7%,-6.8%,nt,nt,0%,-8%
CCCc1[nH]nc2c1C(c1ccccc1OC)C(C#N)=C(N)O2 (stereo unspecified),7%,5%,2.4%,17%,-5.6%,0.7%,i,2%,-9%

# 3 compounds out of the list above, sorted by the number in M1AAP inhibition, high to low:
smiles	M1AAP inhibition	PMI inhibition	P. falciparum M17LAP	XIAP displacement	West Nile antiviral	Siah-1 displacement	Salmonella PhoP GFP
COc1ccc(C(=O)/C(=C/O)N=Nc2ccc(F)cc2)cc1	22%	16%	3%	-7.0%	1.2%	-4%	4%
O=C(COc1ccccc1)NCC(=O)N/N=C/C=C/c1ccccc1	21%	2%	6%	3.8%	-0.1%	2%	-3%
Cc1ccc(S(=O)(=O)O)c(C)c1N1CCCC1=O	-2%	-9%	-1%	0.1%	0.9%	1%	4%

# Going on with the list.
SMILES,M1AAP inhibition,PMI inhibition,ER stress rescue,P. falciparum M17LAP,XIAP displacement,West Nile antiviral,Yfh1-off respiration,Siah-1 displacement,Salmonella PhoP GFP
Cc1ccc(N2C(=O)SC(Cc3ccccc3)C2=O)cc1 (stereo unspecified),0%,nt,nt,-2%,nt,-0.2%,i,9%,-9%
O=C(COC(=O)Cn1c(C(F)(F)F)nc2ccccc21)Nc1ccc2c(c1)OCCO2,-1%,-6%,-0.2%,11%,-2.1%,-0.1%,i,3%,1%
COc1cc(-c2nc(-c3ccc(Br)o3)no2)cc(OC)c1OC,-1%,21%,-1.4%,5%,1.3%,0.2%,i,3%,9%
Cc1cccc(NC(=O)CS(=O)(=O)Cc2ccccc2)n1,1%,1%,4.1%,2%,-6.1%,-0.4%,i,-6%,5%
Cc1ccc(Nc2c([N+](=O)[O-])cc(C(=O)N3CC(=O)Nc4ccccc43)cc2[N+](=O)[O-])c(C)c1,6%,-4%,0.3%,-8%,-6.6%,-0.1%,i,1%,8%
C=CCn1c(SCC#N)nc2c(c1=O)C(C)(C)Cc1ccccc1-2,2%,18%,-0.4%,12%,-0.1%,nt,nt,-6%,6%
CCn1ncc(Br)c1C(=O)Nc1ccc2c(c1)OCCO2,2%,0%,-2.3%,-4%,-2.4%,1.0%,i,-1%,-1%

# Rows are unselected; 1.6% or so of the library scored in one or more.
